TSHR antag = Antagonists of the Thyroid Stimulating Hormone Receptor: HTS campaign. Thyrotropin receptor (Homo sapiens), P16473. TSHR-expressing cells, TSH-stimulated cAMP HTRF, 2 h; stronger effect = lower value. activity change, negative = inhibition, % at 11.5 µM. 330,000 compounds, 0.2% hits;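 active = activity change below a set negative limit, meaning inhibition stronger than a set level, cut at about -70% in these data; inconclusive = activity change between two set negative limits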; note: % is set by controls: 0 for no effect and ±100 for the full control effect
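Read-out is FRET at 665 nm (cryptate excitation 337 nm) from a cryptate-tagged anti-cAMP antibody, competed by cell cAMP against cAMP-d2. Compounds are tested on freshly harvested TSHR cells challenged with 4nM TSH (EC80) for 2 hours at 37 deg C.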
ASM inhibitor = Inhibitors of Secretory Acid Sphingomyelinase (S-ASM): qHTS | Sphingomyelin phosphodiesterase (Homo sapiens), P17405 | 340,000 compounds, 0.006% hits | Potency, µM (titrated, usually from 57.5 µM), without a hit: top-dose activity change, negative = inhibition, most hits filed as inhibitors | placental ASM, HMU-PC fluorogenic substrate, 60 min; note: potency is the fitted concentration of half-maximal effect
Target sequence (P17405 47-631 limits assumed): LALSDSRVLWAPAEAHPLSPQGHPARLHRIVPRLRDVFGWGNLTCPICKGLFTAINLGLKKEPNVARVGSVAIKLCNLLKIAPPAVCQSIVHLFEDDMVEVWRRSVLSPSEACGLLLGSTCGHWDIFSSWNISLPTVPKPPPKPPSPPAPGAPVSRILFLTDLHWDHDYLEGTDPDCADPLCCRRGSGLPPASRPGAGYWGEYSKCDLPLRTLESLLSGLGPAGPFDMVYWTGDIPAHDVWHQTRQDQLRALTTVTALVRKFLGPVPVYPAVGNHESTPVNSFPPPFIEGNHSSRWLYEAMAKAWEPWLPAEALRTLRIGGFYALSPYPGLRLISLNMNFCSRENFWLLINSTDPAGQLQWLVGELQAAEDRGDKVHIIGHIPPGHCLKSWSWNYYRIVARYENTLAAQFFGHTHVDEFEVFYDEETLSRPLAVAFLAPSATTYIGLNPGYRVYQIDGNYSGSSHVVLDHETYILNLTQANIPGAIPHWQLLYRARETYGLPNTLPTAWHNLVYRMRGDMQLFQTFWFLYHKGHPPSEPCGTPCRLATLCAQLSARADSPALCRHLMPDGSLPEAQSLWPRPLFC
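Human placenta-derived ASM preincubated with compound 10 min at room temperature, then reacted with 9 uM (final) fluorogenic HMU-PC substrate for 60 min at 37 C. Stop solution raises pH to 10; fluorescence read at Ex 386/Em 447 nm.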
Eya2 phos inh = qHTS Assay for Inhibitors of the Phosphatase Activity of Eya2; Protein phosphatase EYA2 (Homo sapiens), O00167; recombinant Eya2, OMFP fluorescence dephosphorylation (OMFP is methylfluorescein phosphate); Potency, µM (series often up to 76.9 µM), for inactives: at the highest dose activity, negative = inhibition, actives largely listed as inhibitors; 330,000 compounds, 0.006% hits; AID 488837, 2010; note: potency is the fitted concentration of half-maximal effect; % is set by controls: 0 for no effect and ±100 for the full control effect
Target sequence (O00167 whole entry, looked up): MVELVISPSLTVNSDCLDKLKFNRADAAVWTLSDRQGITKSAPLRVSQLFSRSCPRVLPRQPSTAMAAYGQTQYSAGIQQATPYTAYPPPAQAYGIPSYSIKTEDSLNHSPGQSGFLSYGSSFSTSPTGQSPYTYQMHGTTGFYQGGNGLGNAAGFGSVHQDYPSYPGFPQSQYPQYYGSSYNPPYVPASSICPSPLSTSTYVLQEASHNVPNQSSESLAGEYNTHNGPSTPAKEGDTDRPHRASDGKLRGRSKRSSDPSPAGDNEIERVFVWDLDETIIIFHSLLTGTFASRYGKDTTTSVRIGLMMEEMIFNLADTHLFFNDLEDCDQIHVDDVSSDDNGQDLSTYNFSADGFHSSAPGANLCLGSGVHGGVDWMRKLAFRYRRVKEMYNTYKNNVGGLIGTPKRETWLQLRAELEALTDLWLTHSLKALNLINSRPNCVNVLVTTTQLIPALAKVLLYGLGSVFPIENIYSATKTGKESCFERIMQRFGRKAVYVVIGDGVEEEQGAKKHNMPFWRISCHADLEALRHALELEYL
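Eya2 (0.2 uM) preincubated 10 min at ambient with compound, then OMFP substrate added at 50 uM; 10 min reaction in 50 mM HEPES pH 7.5, 50 mM NaCl, 5 uM MgCl2, 0.05% BSA, 1 mM DTT. Fluorescence read at Ex 485/Em 525 nm.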
Tb PFK inh = qHTS Assay to Find Inhibitors of T. brucei phosphofructokinase | 330,000 compounds, 0.17% hits | T. brucei PFK, ADP-Glo luminescence | ATP-dependent 6-phosphofructokinase (Trypanosoma brucei brucei), O15648 | Potency, µM (titrated, usually from 57.5 µM), without a hit: at the top dose activity, negative = inhibition, usual class: inhibitors;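 note: potency is the fitted concentration of half-maximal effect; 0% = uninhibited 1x PFK enzyme wells and -100% = no-enzyme wells; nearly all actives have a fitted effect of over 60% in size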
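1.25 nM PFK with 0.5 mM F6P and 0.1 mM ATP in 0.1 M TEA pH 8.0, 5 mM MgCl2, incubated 45 min at room temperature; ADP measured by ADP-Glo luminescence; compounds titrated up to 57 uM.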
Mito fusion yeast = qHTS Assay for Small Molecule Inhibitors of Mitochondrial Division or Activators of Mitochondrial Fusion | S. cerevisiae fusion-defective mutant growth rescue, CellTiterGlo 48 h | Potency, µM (titrated, usually from 46.1 µM), without a hit: top-dose growth rescue (activation), most hits filed as activators | 320,000 compounds, 0.23% hits | AID 485298, 2010;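 note: potency is the fitted concentration of half-maximal effect; % of control where 0% means no effect; nearly all actives have a fitted effect of over 45% in size; temperature-sensitive fusion mutants such as fzo1-1 at 37 °C on non-fermentable ethanol glycerol medium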
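Temperature-sensitive fusion-defective S. cerevisiae (e.g. fzo1-1, mgm1-5) were grown with compound in YPEG medium (3% ethanol, 3% glycerol) for 48 hours at 37C. Growth rescue was measured as viability by CellTiterGlo luminescence after 10 minutes at ambient.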
Chronic BCR inh = qHTS Assay to Find Inhibitors of Chronic Active B-Cell Receptor Signaling; ABC-DLBCL IkBa-CBG/CBR reporter, luminescence ratio, 4 h; Potency, µM (titrated, usually from 46.1 µM), for the others: top-dose ratio change, negative = lower green/red ratio, usual class: inhibitors; 340,000 compounds, 0.05% hits; AID 493014, 2011; active = well fitted inhibition curve with a large enough effect in the signal ratio, with a control signal flat, not every such curve was filed as active; inconclusive = small, poorly fitted or top-dose-only effect, or effect the other way, or a change in a side signal; the % refers to the signal ratio;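 note: potency is the fitted concentration of half-maximal effect; plate controls were basal doxycycline-induced cells for no effect and cells given 10 µM MG132 for full effect; MG132 reads +100%, hits lower the ratio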
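TMD8 human ABC-DLBCL cells with doxycycline-inducible IκBα–green luciferase fusion and unfused red luciferase, in 0.5% FBS medium; compounds up to 46 uM, 4 h at 37C. Green/red luminescence ratio, filter-overlap corrected, fitted to concentration-response curves.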
ELG1 repair inh = qHTS screen for small molecules that inhibit ELG1-dependent DNA repair in human embryonic kidney (HEK293T) cells expressing luciferase-tagged ELG1; HEK293T ELG1-luciferase reporter, luminescence, 16 h; DNA damage induced by 5-fluorouridine; 330,000 compounds, 2.3% hits; Potency, µM (titrated, usually from 46.1 µM), for inactives: top-dose activity change, negative = inhibition, most hits filed as inhibitors; note: potency is the fitted concentration of half-maximal effect; % is set by controls: 0 for no effect and ±100 for the full control effect; nearly all actives have a fitted effect of over 55% in size
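Step one: seed 2,000 cells per well. Step two: pin-transfer compound or DMSO alongside 5-fluorouridine. Step three: incubate 16 hr, 37 °C, 5% CO2. Step four: add ONE-Glo, wait 30 min, read luminescence.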
a7 integrin act = qHTS for Activators of Integrin-Mediated Alleviation for Muscular Dystrophy; alpha7betagal myoblasts, beta-gal FDG fluorescence, 48 h; AID 624291, 2012; 350,000 compounds, 0.064% hits; Potency, µM (highest dose often 38.3 µM), inactives show at the highest dose activation, usual class: activators;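 note: potency is the fitted concentration of half-maximal effect; 100% = response of the positive control SU9516; nearly all actives have a fitted effect of over 60% in size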
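Alpha7betagal+/- myoblasts (passage 13) were plated 16-24 hr, then exposed to compounds (1:260 dilution of DMSO stock) for 48 hours at 37C. After MPER lysis, β-galactosidase reporter activity was read as FDG fluorescence (ex 480/em 540) after 30 minutes.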
TCR activator = Activators of T cell receptors: qHTS campaign; 330,000 tested, under 10 active; Potency, µM (highest dose often 9.22 µM), without a hit: at the top dose activation of IL-2 secretion, most hits filed as activators; primary human leukocytes, anti-CD3, IL-2 HTRF, 48 h; AID 504894, 2011; note: % of control where 0% means no effect
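Human primary leukocytes + a-CD3 beads + cpd, 48 hr; IL-2 in supernatant by HTRF (ex 320nm / em 665nm). No co-stimulatory signal supplied.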
TSG101-PTAP inh = qHTS Assay for Iinhibitors of HIV-1 Budding by Blocking the Interaction of PTAP/TSG101. Potency, µM (series often up to 115 µM), for inactives: at the highest dose activity change, negative = inhibition, actives largely listed as inhibitors. 340,000 tested, under 10 active. AID 493005, 2010. Fluorescence polarization, FITC-PTAP peptide / Tsg101 binding. Tumor susceptibility gene 101 protein (Homo sapiens), Q99816; active = well fitted inhibition curve with a large enough effect in the main read-out, with a control signal flat, not every such curve was filed as active; inconclusive = small, poorly fitted or top-dose-only effect, or effect the other way, or a change in a side signal; inactive = no such curve, though single readings can be large or run the other way; note: potency is the fitted concentration of half-maximal effect; % of control where 0% means no effect
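Steps: Tsg101 binding domain dispensed (10 uM final), compounds pinned in DMSO, FITC-labeled PTAP-motif peptide added (50 nM final); after 20 min binding at room temperature, polarization measured.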
AT treatment = qHTS Assay for Identifying a Potential Treatment of Ataxia-Telangiectasia. 320,000 compounds, 0.19% hits. Potency, µM (highest dose often 57.5 µM), for inactives: at the top dose activation, hits mostly activators. […] A-T fibroblasts, KAP-1 phosphorylation AlphaLISA; neocarzinostatin DNA damage 30 min before lysis; note: potency is the fitted concentration of half-maximal effect; % of control where 0% means no effect; nearly all actives have a fitted effect of over 45% in size
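ATM-like activity read as KAP-1 phosphorylation via AlphaLISA donor/acceptor antibody pairs after lysis and 6 hr at 25C. Cells were ATM-null patient fibroblasts ([…], hTERT), dosed 60 min, then exposed to the DSB inducer NCS for 30 min.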
Starred values were filed as active, the others as inactive; ? = inconclusive; · = no result given; [ ] = dose if it differs, or a comment. Unless noted, calls come from the whole dose curve; as a rule, active = well fitted curve in the direction sought with a large enough effect; inconclusive = small, poorly fitted or top-dose-only effect, or another doubt; inactive = no such curve, though single readings can be large; an effect the other way counts as inactive or inconclusive.

entry	SMILES	TSHR antag	ASM inhibitor	Eya2 phos inh	Tb PFK inh	Mito fusion yeast	Chronic BCR inh
1	CCOc1ccc(CCNC(=O)Cn2c(=O)c3cccn3c3cccnc32)cc1	-1	1%	-13%	3%	5%	7%
2	CCC(C(=O)OCC(=O)N1C(C)CCCC1C)c1ccccc1 (stereo not drawn)	24	2%	-8%	0%	16%	6%
3	CCOC(=O)C1CCN(S(=O)(=O)c2cc(C(=O)OC)n(C)c2)CC1	7	-1%	-1%	-1%	-3%	2%
4	CC(=O)C1=C(O)C(=O)N(Cc2cccnc2)C1c1ccc(O)cc1 (stereo not drawn)	-5	0%	-13%	-14%	0%	-1%
5	Cc1cc(=O)cc(C)n1-c1ccc(Cl)c(Cl)c1	19	0%	-2%	1%	-3%	3%
6	C[C@]12C(=O)N(c3ccc(C(F)(F)F)cc3)C(=O)N1[C@@H]1c3ccccc3OC[C@@H]1[C@H]2c1ccccc1	-18	2%	-13%	0%	1%	18%
7	O=C(C1Cc2ccccc2CN1S(=O)(=O)c1cccs1)N1CCCCC1 (stereo not drawn)	0	5%	-18%	-5%	14%	17%
8	CCCCN(C(=O)CSCC(=O)Nc1ccc(C)cc1)c1c(N)n(CCCC)c(=O)[nH]c1=O	2	14%	14%	0%	-2%	9%
9	C=CCn1c(SCc2ccc(Cl)cc2)nc2c1c(=O)[nH]c(=O)n2C	-5	-6%	-8%	6%	20%	-6%
10	Nc1nn(-c2ccccc2)c(N)c1N=Nc1cccc(F)c1	-19	-14%	-4%	?	5%	?
11	CCN(CC)S(=O)(=O)c1ccc(O)c(C(=O)OCC(=O)NC23CC4CC(CC(C4)C2)C3)c1	-14	0%	0%	4%	·	1%
12	Cc1cc(N2CCCC2)c(C)cc1C=O	1	-2%	1%	-5%	1%	?

entry	ELG1 repair inh	a7 integrin act	TCR activator	TSG101-PTAP inh	AT treatment
1	8%	-4%	1%	-2%	1%
2	20%	11%	8%	-1%	27%
3	-8%	7%	-7%	0%	-4%
4	1%	13%	5%	2%	0%
5	-8%	13%	-6%	-1%	0%
6	19%	23%	7%	-5%	-2%
7	3%	-11%	-3%	-4%	0%
8	19%	-19%	3%	-4%	1%
9	13%	-10%	-3%	-1%	-2%
10	?	-13%	-13%	-2%	-4%
11	-9%	-15%	-11%[46.1 µM]	-1%	-3%
12	16%	-14%	0%	-6%	-2%

Quoted from the listing.
#1 in TSHR antag has -1
#3 in ASM inhibitor has -1%
#5 in AT treatment has 0%

Remaining list, next part.
entry	SMILES	TSHR antag	ASM inhibitor	Eya2 phos inh	Tb PFK inh	Mito fusion yeast	Chronic BCR inh
13	COCCn1c(CN2CCc3ccccc3C2)nc2c1c(=O)n(C)c(=O)n2C	0	0%	?	1%	-1%	1%
14	Cn1ccnc1Sc1cc(Cl)ccc1[N+](=O)[O-]	2	0%	6%	-3%	-1%	?
15	Cc1ccc(S(=O)(=O)NNC(=S)NC(C)(C)C)cc1	8	4%	6%	-10%	1%	-5%
16	CCN(CC)c1nc(N)c([N+](=O)[O-])c(NCCO)n1	6	-2%	3%	-2%	-3%	-4%
17	O=Cc1ccc(N2Cc3ccccc3C2)cc1	11	0%	10%	-11%	-2%	?
18	CC1CCN(C(=O)C(C)NCc2ccc(F)cc2)CC1 (stereo not drawn)	0	3%	3%	-6%	2%	0%
19	CCCCCCCC(=O)NC1=NC(=O)C(C)(C)S1	2	-2%	-5%	2%	-3%	-14%
20	COc1cc(/C=N/NC(=O)c2ccncc2)ccc1OCc1cnc(Cl)s1	4	-1%	-25%	1%	-1%	4%
21	COc1ccc2[nH]cc(C(=O)CN3CCC(C)CC3)c2c1	-8	8%	-2%	-2%	5%	-2%
22	C[C@@H]1COC(=O)[C@H](CC(=O)OC(C)(C)C)C/C=C\C[C@@H](CC(=O)N(CCO)Cc2ccccc2)C(=O)N1	6	7%	6%	-1%	·	0%
23	Cc1cc(=O)oc(C)c1C(=O)NCc1ccccc1	15	8%	9%	-2%	-2%	1%
24	C[C@H](NC(=O)c1nc[nH]c1C(=O)NCC(=O)OC(C)(C)C)c1ccccc1	30	1%	5%	1%	4%	7%

entry	ELG1 repair inh	a7 integrin act	TCR activator	TSG101-PTAP inh	AT treatment
13	6.5µM*	-6%	2%	-1%	3%
14	-1%	-33%	1%	-1%	-1%
15	6%	-5%	0%	3%	4%
16	-2%	-14%	6%[46.1 µM]	-1%	5%
17	?	-19%	5%	-6%	0%
18	-3%	-29%	3%	-7%	1%
19	?	5%	0%	0%	-12%
20	?	-1%	-4%	-5%	4%
21	?	16%	-43%	2%	6%
22	9%	37%	-2%	0%	-7%
23	0%	32%	-12%	-10%	-1%
24	-6%	-7%	-7%	-1%	11%

Ordered by formula weight (rising): part of the list above.
entry	SMILES	TSHR antag	ASM inhibitor	Eya2 phos inh	Tb PFK inh	Mito fusion yeast	Chronic BCR inh
15	Cc1ccc(S(=O)(=O)NNC(=S)NC(C)(C)C)cc1	8	4%	6%	-10%	1%	-5%
24	C[C@H](NC(=O)c1nc[nH]c1C(=O)NCC(=O)OC(C)(C)C)c1ccccc1	30	1%	5%	1%	4%	7%
13	COCCn1c(CN2CCc3ccccc3C2)nc2c1c(=O)n(C)c(=O)n2C	0	0%	?	1%	-1%	1%

entry	ELG1 repair inh	a7 integrin act	TCR activator	TSG101-PTAP inh	AT treatment
15	6%	-5%	0%	3%	4%
24	-6%	-7%	-7%	-1%	11%
13	6.5µM*	-6%	2%	-1%	3%

Going on with the list:
entry	SMILES	TSHR antag	ASM inhibitor	Eya2 phos inh	Tb PFK inh	Mito fusion yeast	Chronic BCR inh
25	O=c1cc(N2CCN(c3ccccc3)CC2)[nH]c(=O)n1Cc1ccc(F)cc1	-11	2%	-10%	-2%	0%	2%
26	CCN(Cc1ccccc1)S(=O)(=O)c1ccc(C(=O)Nc2nnc(C)o2)cc1	-12	-1%	-9%	3%	-9%	?
27	COc1ccc(CNC(=O)C/C(C)=N/NC(=O)c2ccc([N+](=O)[O-])cc2Cl)cc1	11	1%	13%	1%	1%	?
28	Cn1c(=O)c2c(ncn2CC(=O)OCC(=O)NCc2ccc(Cl)cc2)n(C)c1=O	-2	4%	0%	3%	0%	?
29	COc1cccc(O[C@@H]2O[C@@H]3COC(C)(C)O[C@H]3[C@H](O)[C@H]2NC(C)=O)c1	-4	1%	3%	-2%	-5%	5%
30	C/C(=N\N1CCN(C)CC1)c1ccc(OC(F)F)cc1	-2	-1%	1%	3%	4%	-1%
31	Cc1cccc(-n2nc(C)cc2N)c1	-7	10%	-18%	-6%	-3%	6%
32	Cc1ccccc1-c1nnc(-c2ccccc2)o1	21	-3%	3%	-8%	-3%	?

entry	ELG1 repair inh	a7 integrin act	TCR activator	TSG101-PTAP inh	AT treatment
25	-4%	24%	-11%	0%	-5%
26	-12%	-7%	5%	-2%	-7%
27	4%	5%	-17%	-3%	1%
28	10%	?	6%[46.1 µM]	0%	11%
29	21%	-4%	-6%[46.1 µM]	-3%	-1%
30	9%	-47%[inhibitor]	-3%	-1%	1%
31	7%	20%	4%	-3%	-2%
32	?	4%	-7%	0%	21%

Compound activity from PubChem.

Compounds were not picked by outcome. About 3.2% of those tested had a hit in this group.
